Compound activity: PubChem, several laboratories
HSP90 inh – HSP90 inhibitors, primary screen, cell lysate, luminescence; AID 1789, 2009; inhibition, % at 5.6 µM; Rabbit reticulocyte lysate, luciferase refolding luminescence, 3 h; actives 0.91% (n = 290,000); Heat shock protein HSP 90 (rabbit reticulocyte lysate; luciferase refolding);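 active = inhibition above the screen-wide mean plus 3 SD, computed separately per campaign, cut at about 16% in these data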;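 note: 0% = DMSO wells and 100% = 60 µM geldanamycin wells; inhibitors lower the luminescence because luciferase stays unfolded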
AI-2 QS mod – Vibrio harveyi AI-2 quorum sensing modulators, primary screen, JMH597 strain, luminescence/OD600 ratio | Vibrio harveyi JMH597 AI-2 luminescence/OD600 ratio, 9 h; stronger effect = lower value; strain lacks LuxN and CqsS sensors; 0 = neutral-control median | activity change, % at 7.5 µM | actives 0.4% (n = 300,000) | AID 2094, 2009; in the data active = activity change below about -75%, passing the limit was not always enough; inconclusive = no clear call, values can overlap the other calls;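 note: luminescence divided by OD600 gain over 9 h not by final OD600 alone; inactives centre near 13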
GSK3B inh – human GSK3beta kinase inhibitors, primary screen, biochemical, cell-free homogeneous, HTS. Glycogen synthase kinase-3 beta (Homo sapiens), P49841. GST-GSK3beta kinase, ADP-Glo luminescence, 60 min; stronger effect = lower value. activity score (negative = inhibition), % at 10 µM. actives 0.038% (n = 300,000). AID 2097, 2009;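 active = more than half of replicate wells score below -50%, meaning over 50% inhibition versus plate controls; inconclusive = some replicates but at most half score below -50%; inactive = no replicate scores below -50%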;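 note: 0% = median DMSO wells and -100% = median GW8510 positive control wells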
Target sequence (P49841 whole entry, looked up): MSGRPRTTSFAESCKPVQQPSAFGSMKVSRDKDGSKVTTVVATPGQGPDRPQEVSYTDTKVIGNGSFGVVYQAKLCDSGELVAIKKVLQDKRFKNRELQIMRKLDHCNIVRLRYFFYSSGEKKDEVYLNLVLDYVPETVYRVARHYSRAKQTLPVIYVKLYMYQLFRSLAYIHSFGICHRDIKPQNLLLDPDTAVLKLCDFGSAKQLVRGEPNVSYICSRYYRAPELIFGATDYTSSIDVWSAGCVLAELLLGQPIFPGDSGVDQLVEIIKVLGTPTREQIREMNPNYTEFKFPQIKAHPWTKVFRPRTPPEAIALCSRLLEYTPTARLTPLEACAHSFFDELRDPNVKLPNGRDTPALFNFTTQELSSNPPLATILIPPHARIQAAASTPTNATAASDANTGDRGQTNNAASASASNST
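Test system: GST-fused GSK3beta enzyme, cell-free | Quantity: 1.6 ng GST-GSK3beta enzyme per well | Reagent: 25 µM ATP with peptide substrate | Schedule: 60 min enzyme reaction, room temperature | Signal: Luminescent ADP-Glo measurement of ADP formed | Read-out basis: Score relative to plate controls | Control set: DMSO and 20 µM GW8510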
GSK3A inh – blockers of GSK3A enzyme activity – biochemical, luminescence, cell-free homogeneous, HTS, primary screen. GSK-3 alpha kinase, ADP-Glo luminescence, 60 min. AID 2650, 2010. actives 0.1% (n = 320,000). inhibition, % at 10 µM;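 in the data active = inhibition above about 50%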;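 note: GST-tagged GSK-3 alpha with peptide substrate and 25 µM ATP; 0% = DMSO neutral wells and 100% = GW8510 positive control wells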
PolyA inhibitor – polyadenylation inhibitors in yeast reporter cells, primary screen, luminescence, S. cerevisiae; S. cerevisiae SKY197-pL101 polyadenylation reporter, beta-gal luminescence; efflux-impaired pdr1/pdr3 knockout yeast; score 100 = 6 SD above DMSO; calls only at 12 µM; actives 0.02% (n = 300,000);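 active = lowest replicate activity score at least 50, where 100 means six control SD above control mean; inconclusive = lowest score under 50 but half or more replicates reach 50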;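 note: yeast exposed to compound for 9 h at 30 °C; higher score means more reporter readthrough which indicates perturbed polyadenylation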
HDAC3 inhib – HDAC3 deacetylase inhibitors, primary screen, biochemical, fluorescence, cell-free homogeneous. inhibition, % at 8.3 µM. Histone deacetylase 3 (Homo sapiens), O15379. recombinant HDAC3, fluorogenic peptide/trypsin coupled. actives 0.15% (n = 320,000); in the data active = inhibition above about 26%, passing the limit was not always enough; inconclusive = no clear call, values can overlap the other calls
Target sequence (O15379 whole entry, looked up): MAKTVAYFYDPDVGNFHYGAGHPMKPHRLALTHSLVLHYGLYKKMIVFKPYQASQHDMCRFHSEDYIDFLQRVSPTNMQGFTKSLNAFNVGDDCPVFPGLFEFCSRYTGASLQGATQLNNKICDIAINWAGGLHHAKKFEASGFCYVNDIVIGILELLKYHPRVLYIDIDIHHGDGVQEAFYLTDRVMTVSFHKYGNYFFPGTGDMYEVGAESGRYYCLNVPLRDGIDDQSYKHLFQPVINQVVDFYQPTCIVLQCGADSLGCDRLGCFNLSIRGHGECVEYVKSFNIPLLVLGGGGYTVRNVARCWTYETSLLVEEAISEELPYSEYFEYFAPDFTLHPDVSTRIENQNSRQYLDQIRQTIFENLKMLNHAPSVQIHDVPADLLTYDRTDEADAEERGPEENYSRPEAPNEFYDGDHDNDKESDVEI
Platelet DG rel – inhibitors of platelet dense granule secretion, primary screen, cell-based, MLPCN, human platelets; actives 0.22% (n = 300,000); human platelet-rich plasma, SFLLRN dense granule ATP release, luminescence; inhibition, %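 (compounds screened at 7.5 µM in platelet-rich plasma)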;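 active = mean replicate score, as percent of positive control, at or above 50; inconclusive = mean below 50 but at least one replicate at or above 50; inactive = mean and every replicate below 50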
HSF-1 act – HSF-1 activators, primary screen, NIH3T3-HGL cells, MG132 stress, luminescence, single point. NIH3T3-HGL HSF-1 luciferase reporter, 8 h; 100% = twice DMSO control signal. activation, % at 9 µM. actives 1.7% (n = 300,000);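 active = mean replicate activation of at least 50% with a set share of replicates each reaching 50%; inconclusive = only one of those two conditions met; inactive = mean below 50% and too few replicates reaching it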;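 note: 0% = median of the neutral control wells and 100% = twice that signal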
HSF1 inhib – HSF1 inhibitors in luciferase reporter cells, primary screen, cell-based, NIH3T3, luminescence. activity change, negative = inhibition, % at 7.5 µM (by protocol). NIH3T3-HGL HSE-luciferase, MG132-induced, luminescence 8 h; stronger effect = lower value. actives 0.77% (n = 300,000);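 active = more than half of replicate wells show activity change below -50%, luminescence cut by over half; inconclusive = some wells, but at most half, below -50%; inactive = no replicate well below -50%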;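 note: luciferase reports HSF-1 transcriptional activity via heat shock element; 0% = median of DMSO wells and -100% = zero luminescence signal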
DYRK1A inh – rat Dyrk1A kinase inhibitors, primary screen, biochemical, single point, plate reader; inhibition, % at 12.5 µM; actives 0.43% (n = 310,000); ADP-Glo luminescence, NFATc1 peptide; in the data active = inhibition above about 50%;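 note: plate controls were vehicle with enzyme for no effect and no enzyme for full effect; many of its hits are not listed in these tables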
* marks the source's active call; other numbers are inactive results; i = inactive; ? = inconclusive; / = no result given. Only part of the results is shown; rates above refer to the full screens.

Values run as follows: HSP90 inh	AI-2 QS mod	GSK3B inh	GSK3A inh	PolyA inhibitor	HDAC3 inhib	Platelet DG rel	HSF-1 act	HSF1 inhib	DYRK1A inh
1) O=C(c1cccc(Cl)c1)N1CCC(N2CCC(C(=O)N3CCCC3)CC2)CC1
→ 0	9	4	-3	i	2	-4	-14	-6	3
2) O=C(Cc1noc2ccccc12)Nc1ccc2ccccc2c1
→ -2	-62	6	-2	i	1	2	27	12	-2
3) Cc1cc(C)c2c(NC(=S)NC(=O)c3ccccc3)n[nH]c2n1
→ -2	6	2	-3	i	-2	-3	/	/	-4
4) CC(C)n1nc(CC(=O)O)c2ccccc2c1=O
→ 6	1	4	0	i	1	-5	-40	-30	3
5) C/C=C(\C)CN1CCC(n2nccc2NC(=O)c2ccc3c(c2)OCO3)CC1
→ -2	15	-5	1	i	4	-2	-6	-8	0
6) CN(C)/C=C1\C(=O)Nc2ccccc21
→ -1	17	1	1	i	0	6	0	-7	11
7) Cc1cccc(NC(=O)CN2C(=O)c3ccccc3C2=O)c1C
→ -5	13	-1	0	i	1	6	-8	-9	3
8) COC(=O)C1(NC(=O)NC23CC4CC(CC(C4)C2)C3)CCCCC1
→ 0	31	1	0	i	-3	0	-14	-8	5
9) N#C/C(=C\C1CC=CCC1)c1nc2ccccc2[nH]1 (centres undefined)
→ 0	4	1	0	i	-4	-1	-5	4	6
10) COC(=O)c1ccc(COc2c(F)c(F)cc(F)c2F)o1
→ -9	21	1	-1	i	-6	4	10	9	-6
11) COc1ccc(-c2c(C)nc(N)nc2-c2ccc(OC)cc2O)cc1
→ 7	13	-7	6	i	5	2	-9	-9	-4
12) Cc1ccc(-n2nc3c([n+]2[O-])CCc2c-3no[n+]2[O-])cc1
→ 2	18	1	-1	i	-2	4	-37	-17	-4
13) CSc1ccccc1NC(=O)CN(C)CC(=O)NCc1ccccc1
→ -2	10	-1	-3	i	-5	-4	16	1	/
14) O=C(O)[C@@H]1Cc2c([nH]c3ccccc23)C2CCC(=O)N21 (some centres undefined)
→ 0	30	1	16	i	-5	-4	0	-4	-1
15) CC(C)C(C(=O)NCc1ccco1)N(CC1CCCO1)C(=O)CNS(=O)(=O)c1ccc(F)cc1 (centres undefined)
→ 0	16	1	-1	i	3	-2	0	9	-2
16) Cc1ccc(N(CC(=O)N2CCOCC2)S(C)(=O)=O)cc1C
→ 2	15	-1	0	i	-2	10	21	3	-4
17) COc1ccc(N2CCN(C(=O)c3cccc(N4C(=O)C5CC=CC(C)C5C4=O)c3)CC2)cc1 (centres undefined)
→ 4	/	/	0	/	1	/	/	/	-1
18) COc1ccc(-c2cc(-c3cc(C)ccc3O)[nH]n2)cc1
→ -2	0	3	-3	i	2	-1	264*	252	4
19) COCC1CCCN(C(=O)c2cc(COc3cncc(Cl)c3)on2)C1 (centres undefined)
→ -5	9	1	-2	i	-2	-5	22	15	-2
20) O=c1oc2ccc(NS(=O)(=O)c3cccc4cccnc34)cc2s1
→ 0	19	-2	-2	i	7	2	3	-3	-3
21) CCCc1nnc(SCC(=O)Nc2ccccc2F)o1
→ 3	/	/	-1	i	-1	4	4	7	0
22) NS(=O)(=O)c1ccc(NC(=O)COC(=O)c2ccc(Cl)nc2)cc1
→ 4	-2	-8	-2	i	0	2	4	0	-1
23) Oc1cc(O)c2c(c1)O[C@H](c1ccc(O)c(O)c1)[C@@H](O)C2
→ /	-6	3	-1	i	-6	16	-49	-41	9
24) O=C(Nc1ccc(Br)cc1)C1CCN(C(=O)c2ccc(F)cc2)CC1
→ 7	15	0	-2	i	-1	19	0	-1	/
25) O=C(Nc1cc(C(F)(F)F)ccc1N1CCOCC1)c1ccco1
→ 1	11	2	1	i	-2	-2	11	-6	-3
26) O=S(=O)(Nc1cc(Sc2cccc3cccnc23)c(O)c2ccccc12)c1ccc(F)cc1
→ 0	26	-2	-2	i	10	-2	?	?	/
27) COC(=O)CNc1cc(S(=O)(=O)N2CCCCC2)ccc1Oc1cccc(C)c1
→ -1	/	/	-3	i	13	19	11	-8	3
28) O=C(Nc1nc2ccc(S(=O)(=O)N3CCCC3)cc2s1)C1CCCO1 (centres undefined)
→ 5	27	2	/	i	1	-3	-3	2	12
29) CCn1c(SCC(=O)N2CCN(c3ccccc3)CC2)nnc1-c1ccoc1C
→ 0	-6	0	-3	i	4	/	6	0	10
30) Cc1nn(-c2ccccc2)c(N2CCCC2)c1/C=C1\N=C(c2ccc(OC(C)C)cc2)OC1=O
→ -6	23	8	-4	i	-5	5	3	5	4
31) O=C(Cc1ccc(Br)cc1)c1ccc(O)cc1O
→ 1	-67	4	/	i	9	-5	24	13	9
32) CCc1ccc(N(CC)C(=O)c2ccc3c(Cl)c4c(nc3c2)CCC4)cc1
→ 0	13	-1	0	i	4	3	-27	-3	4
33) CC(C)c1ccc2nc(NC(=O)C3CC3)sc2c1
→ -3	32	-2	0	i	3	-9	-12	4	5
34) CC(=O)OC1CC(C)(C)N(OC(=O)CCCN2C(=O)c3ccccc3C2=O)C(C)(C)C1
→ 2	13	-1	1	i	-6	-4	-42	-22	19
35) COc1ccc(OC)c(-n2c(-c3cccc(C)c3)n[nH]c2=S)c1
→ 2	21	0	/	i	1	-20	27	6	-26
36) COc1ccc(-c2nc(CS(=O)CC(=O)NC3CCC(C)CC3)c(C)o2)cc1OC (centres undefined)
→ 1	8	7	-2	i	-2	-16	-6	-6	0
37) O=C(c1ccccc1Sc1ccc([N+](=O)[O-])cc1)N1CCCCC1
→ 5	43	2	-40	i	4	5	47	25	-2
38) CSCCC1NC2(C(=O)Nc3c(Cl)cccc32)[C@@H]2C(=O)N(C3CCCC3)C(=O)[C@H]12 (some centres undefined)
→ -3	15	3	-1	i	2	1	19	-6	-4
39) CCC1(c2ccccc2)NC(=O)N(Cc2ccc(C(=O)OC)cc2)C1=O (centres undefined)
→ -1	-33	0	6	i	3	-3	14	1	-2
40) COc1ccccc1CNC(=O)CCC(=O)N1CC(C)Sc2ccccc21 (centres undefined)
→ 1	3	1	/	i	/	-2	-2	3	10
41) CCOc1ccc(CNn2nnnc2N)cc1
→ 7	1	-3	4	i	-7	-5	-8	0	-2
42) CC(NC(=S)Nc1cccc(F)c1)C(c1cccs1)N1CCOCC1 (centres undefined)
→ -2	2	0	-1	i	7	1	16	20	-5
43) O=C(CSc1nc(O)cc(=O)n1-c1ccccc1)Nc1nc2ccccc2s1
→ 0	3	-3	2	i	4	14	10	-1	29
44) C=CCn1c(=O)c2c(nc(Br)n2Cc2ccccc2Cl)n(C)c1=O
→ 1	8	3	4	i	-1	2	-3	3	-6
45) COc1ccc(/C=N/NC(=O)c2ccc(NC(=O)c3ccccc3Br)cc2)cc1
→ 1	11	1	1	i	2	34	-18	-1	-1
46) COc1ccc2cc3c(N)nn(C(=O)Cc4ccc(Cl)cc4)c3nc2c1
→ 1	28	0	0	i	4	-7	-14	-9	23
47) Cc1cc(NC(=O)CCC(=O)N(c2cccnc2)C(C(=O)NC2CCCC2)c2ccccc2F)no1 (centres undefined)
→ -3	2	-30	-1	i	4	-3	45	14	/
48) CCCCN(CC)CCCNC(=S)Nc1ccc2nc(N3CCN(C)CC3)cc(C)c2c1
→ -1	-11	0	6	i	-3	10	-1	-9	-6
49) CCOC(=O)N1CCN(C(=O)C(=O)Nc2sc3c(c2C(=O)O)CC(C)(C)OC3)CC1
→ 3	2	3	-2	i	10	3	3	-4	5
50) COc1ccc(C)cc1NCc1cc(=O)oc2cc(-c3ccccc3)c(O)cc12
→ 5	21	2	3	i	1	3	-3	-1	-10
51) Cc1sc2ncnc(N3CCN(Cc4ccccc4)CC3)c2c1-c1ccc(F)cc1
→ 0	27	-2	1	i	1	-4	10	-2	-3
52) COc1ccc(CC(=O)OCC(=O)Nc2cccnc2Cl)cc1OC
→ 0	5	2	1	i	8	-1	28	4	1
53) CN1C[C@@H]2C(c3ccccc3)C3(c4ccccc4)CC2(C3)[C@H]1c1ccccc1 (some centres undefined)
→ /	9	-1	-1	i	-4	-2	8	1	1
54) COc1ccccc1C(=O)NCCC(=O)NCC(C)(C)N1CCOCC1
→ -3	7	-2	-2	i	-3	-8	-1	-4	-3
55) CC(=O)N1CCN2C(=O)C1CCCC(=O)c1cc(C(C)C)ccc12 (centres undefined)
→ -1	18	1	-2	i	-9	-83	-12	-12	13
56) COc1ccc(N(CC(=O)Nc2ccccc2Cl)S(=O)(=O)c2ccc(C)cc2)cc1OC
→ 0	9	1	3	i	3	-3	27	3	/
57) CCCOc1ccc(OCCNC2CCCC2)cc1
→ 0	51	-6	1	i	-1	-12	-3	-2	-2
58) Cc1nc2ccc3nc(NC(=O)c4ccc5c(c4)OCCO5)sc3c2s1
→ 6	39	-1	-2	i	-1	-3	-27	-8	9
